Compound activity deposited in PubChem by National Center for Advancing Translational Sciences (NCATS).
IDH1 R132H inh: inhibitors of human mutant IDH1 R132H; O75874; IDH1-R132H enzyme, NADPH consumption, diaphorase/resazurin fluorescence; Potency, µM (titrated, usually from 76.6 µM), inactives show top-dose activity change, negative = inhibition, most hits filed as inhibitors; 390,000 compounds, 0.093% hits; AID 602179; also: potency is read from the fitted curve at half-maximal effect; % is scaled to controls: 0 for no effect and ±100 for the full control effect; nearly all actives have a fitted effect of over 65% in size
Target sequence (O75874 whole entry R132H, stated change not applied): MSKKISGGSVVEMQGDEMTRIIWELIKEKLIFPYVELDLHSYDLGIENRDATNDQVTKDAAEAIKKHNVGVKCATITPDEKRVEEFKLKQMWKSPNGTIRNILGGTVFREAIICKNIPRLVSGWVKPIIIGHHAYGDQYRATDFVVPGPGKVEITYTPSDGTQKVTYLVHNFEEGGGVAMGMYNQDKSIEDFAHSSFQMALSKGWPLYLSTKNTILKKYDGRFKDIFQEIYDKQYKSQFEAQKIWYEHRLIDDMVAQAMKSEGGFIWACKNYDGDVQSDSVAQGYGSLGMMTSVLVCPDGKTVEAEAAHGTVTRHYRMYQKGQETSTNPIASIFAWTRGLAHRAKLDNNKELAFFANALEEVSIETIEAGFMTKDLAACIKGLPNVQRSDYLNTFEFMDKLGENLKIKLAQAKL
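IDH1-R132H (0.5 ug/mL dispensed) in pH 7.5 Tris buffer was preincubated 30 min with compound, then given a substrate mix of 0.016 mM NADPH and 2 mM alpha-KG for 80 min at room temperature; remaining NADPH was read by diaphorase/resazurin fluorescence.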
LDHA block: LDHA (human) enzyme inhibition | P00338 | purified LDHA, NADH/diaphorase-resazurin fluorescence; hits give low values | activity change, % (values are at about 110 or 230 µM) | 480,000 compounds, 0.15% hits; in the data active = activity change below about -30%; inconclusive = mostly about -25% to -30%;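 also: plate controls were DMSO wells for no effect and wells without enzyme for full effect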
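Human LDH5 at 2 nM final in Tris HCl pH 7.4 with 0.06 mM NADH and 0.2 mM pyruvate, reacted 5 minutes at room temperature. Remaining NADH coupled via diaphorase/resazurin; resorufin fluorescence read at 0 and 20 minutes, normalized to enzyme-free and DMSO wells.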
USP1 inh: blocks the human USP1/UAF1 deubiquitinase complex. 390,000 compounds, 0.23% hits. recombinant USP1/UAF1, Ub-Rhodamine cleavage fluorescence. Potency, µM (titrated, usually from 57.1 µM), for inactives: at the highest dose activity change, negative = inhibition, most hits filed as inhibitors. AID 743255. O94782; also: potency is read from the fitted curve at half-maximal effect; % is scaled to controls: 0 for no effect and ±100 for the full control effect; nearly all actives have a fitted effect of over 60% in size; inactives centre near -12
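1 nM enzyme complex + cpd, 15 min RT; start with Ub-Rho 150nM final; kinetic fluorescence ex 480/em 540, 6 reads q60 s. Buffer 50mM HEPES pH 7.8, 0.5mM EDTA, 0.1 mg/ml BSA, 1mM TCEP, 0.01% Tween-20.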
GRP78 ERSR act: induces the endoplasmic reticulum stress response in human glioma cells | U87-MG GRP78 promoter luciferase reporter, 16 h | Potency, µM, without a hit: at the highest dose activation, hits mostly activators | 420,000 compounds, 0.02% hits | AID 602332; also: potency is read from the fitted curve at half-maximal effect; series mostly up to about 76 µM; % of control where 0% means no effect; nearly all actives have a fitted effect of over 35% in size
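Stably transfected U87-MG human glioma cells carrying a GRP78-based luminescent sensor were seeded at 1000 cells/well, pin-dosed with compounds and incubated 16 h. Luciferase reagent was then added, and end-point luminescence was read after 10 min at room temperature.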
Vif-APOBEC3F blk: blocks the Vif interaction with APOBEC3F; HeLa A3F-eYFP + Vif (tagged APOBEC3F with the HIV-1 protein that degrades it), YFP fluorescence increase; Potency, µM (top dose mostly 46.1 µM), for inactives: at the top dose activity, negative = active; 390,000 compounds, 0.2% hits; also: potency is read from the fitted curve at half-maximal effect; % of control where 0% means no effect; nearly all actives have a fitted effect of over 65% in size
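Fluorescence increase (Ex 488/Em 500-530) after overnight compound treatment at 37 deg C flags inhibition of Vif-driven A3F-eYFP loss in stable HeLa A3F-eYFP/Vif cells seeded overnight beforehand.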
TrxR1 substrate: is turned over as a substrate by rat TrxR1. Potency, µM (top dose mostly 114 µM), inactives show top-dose activity change, negative = substrate turnover. purified TrxR1 substrate turnover, NADPH consumption readout. O89049. AID 588456. 390,000 compounds, 0.01% hits; also: potency is read from the fitted curve at half-maximal effect; % is scaled to controls: 0 for no effect and ±100 for the full control effect; nearly all actives have a fitted effect of over 50% in size
Target sequence (O89049 whole entry, looked up): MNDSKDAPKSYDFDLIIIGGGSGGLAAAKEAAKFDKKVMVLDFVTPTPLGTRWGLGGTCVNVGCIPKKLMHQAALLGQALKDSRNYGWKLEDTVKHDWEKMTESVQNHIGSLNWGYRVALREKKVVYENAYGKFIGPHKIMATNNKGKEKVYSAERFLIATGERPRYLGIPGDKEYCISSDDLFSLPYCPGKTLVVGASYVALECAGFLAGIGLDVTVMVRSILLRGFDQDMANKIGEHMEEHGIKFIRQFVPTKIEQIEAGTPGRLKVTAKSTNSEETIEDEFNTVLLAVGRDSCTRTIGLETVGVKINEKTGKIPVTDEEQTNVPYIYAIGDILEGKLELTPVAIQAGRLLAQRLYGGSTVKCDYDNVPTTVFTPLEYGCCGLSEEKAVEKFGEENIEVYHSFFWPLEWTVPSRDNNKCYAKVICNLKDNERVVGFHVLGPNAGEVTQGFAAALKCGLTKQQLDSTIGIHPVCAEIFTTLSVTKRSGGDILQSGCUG
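Rat TrxR1, dispensed at 90 nM, was prereduced with 400 uM NADPH (final) for 5 min at ~22 deg C, then incubated with compound 15 min before 400 uM selenite. A first-read NADPH fluorescence drop versus no-compound background flagged substrates.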
RXFP1 agonist: RXFP1 (human) receptor agonism; Q9HBX9; HEK293T-RXFP1 cAMP TR-FRET, 30 min; response scale: percent of porcine relaxin response, buffer zero; 370,000 compounds, 0.3% hits; Potency, µM (titrated, usually from 57.5 µM), without a hit: top-dose activation, actives largely listed as activators; AID 2676; also: potency is read from the fitted curve at half-maximal effect; % is scaled to controls: 0 for no effect and ±100 for the full control effect; nearly all actives have a fitted effect of over 60% in size; many of its hits are not listed in these tables
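cAMP rise read by TR-FRET after 30 min, 37C compound exposure (up to 58 uM) in RXFP1-transfected HEK293 cells with Ro 20174 present. EC50 from Hill-equation fits, with 29 nM porcine relaxin as 100% and buffer as basal.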
Vif-A3G inh: blocks the Vif interaction with human APOBEC3G; Q9HC16; HeLa A3G-eYFP + Vif (tagged APOBEC3G with the HIV-1 protein that degrades it), YFP fluorescence, overnight; Potency, µM (doses to about 46.1 µM), inactives show at the highest dose activity, negative = active, hits mostly inhibitors; 410,000 compounds, 0.076% hits; AID 602310;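 also: potency is read from the fitted curve at half-maximal effect; % is scaled to controls: 0 for no effect and ±100 for the full control effect; nearly all actives have a fitted effect of over 60% in size; hits raise eYFP signal because A3G escapes Vif-driven loss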
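HeLa cells stably expressing Vif and C-terminally eYFP-tagged A3G, seeded overnight at 37 deg C, then exposed to compound by pintool overnight at 37 deg C. Rise in yellow fluorescence (Ex 488/Em 500-530, Acumen) marks blocked Vif-driven A3G degradation.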
PI4K2A inh: blocks human PI4K2A kinase activity; Q9BTU6; purified PI4K2A, ADP-Glo luminescence, 1 h; hits give low values; activity change, negative = inhibition, % at 76.9 µM; 420,000 compounds, 0.13% hits; AID 1346378; in the data active = activity change below about -50%; inconclusive = mostly about -30% to -49%;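 also: -100% = wells without enzyme as full effect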
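Compounds are screened against recombinant PI4K2A using PI as substrate and ATP, the latter dispensed at 300 microM. Reactions run one hour at ambient temperature before ADP-Glo detection; full inhibition defined by wells lacking enzyme.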
The depositor's hits bear a star; ? = inconclusive; . = not tested or not shown; [ ] = another dose, or the depositor's remark. Unless noted, calls follow the shape of the dose curve; as a rule, active = well fitted curve in the direction sought with a large enough effect; inconclusive = small, poorly fitted or top-dose-only effect, or another doubt; inactive = no such curve, though single readings can be large; an effect the other way counts as inactive or inconclusive.

SMILES	IDH1 R132H inh	LDHA block	USP1 inh	GRP78 ERSR act	Vif-APOBEC3F blk	TrxR1 substrate	RXFP1 agonist	Vif-A3G inh	PI4K2A inh
COc1ccc(NC(=O)N2CCc3c([nH]c4ccc(OC)cc34)C2c2ccc(OC)cc2)cc1 (configuration not stated)	15.4%	6.8	?	-2.2%	-12.2%	-0.8%	3.3%	-17.3%	-1.8
CCOC(=O)C1CCCN(C(=O)C2CCN(c3nnc(-n4cccc4)s3)CC2)C1 (configuration not stated)	15.8%	-1.9	-1.5%	-2.3%	3.8%	5.4%	0.6%	-2.0%	2.0
O=C(CSc1nnc(-c2ccncc2)o1)NCc1ccccc1	2.9%	-5.5	-16.4%	-0.3%	-1.3%	0.7%	2.7%	0.1%	0.7
Cc1cccc(Nc2ccc([N+](=O)[O-])cc2C(=O)O)c1	3.9%	1.4	3.2%	8.1%	-1.6%	-9.1%	1.1%	-2.4%	-3.6
CCc1ccc(NC(=O)Cn2c(=O)n(Cc3ccco3)c(=O)c3oc4ccccc4c32)cc1	0.0%	0.6	10.0%	-3.1%	-0.4%	-6.2%	8.2%	-4.7%	-0.2
Cc1ccc(NC(=O)CCC(=O)N2CCN(S(=O)(=O)c3ccc(C)cc3)CC2)cc1	9.0%	-7.8	-7.7%	-3.9%	-17.2%	-2.1%	-0.1%	2.6%	6.8
Cc1ccc(C)c(N2CCN(C(=O)Cn3ncc4c(=O)oc5ccc(C)cc5c43)CC2)c1	8.9%	-4.9	?	-3.9%	-4.8%	0.2%	0.6%	1.7%	-1.2
CCc1ccc(CN(C)C(=O)CCc2nnc(CCc3cccc(OC)c3)o2)nc1	-10.3%	-4.7	-11.3%	0.7%	1.3%	5.1%	-0.4%	0.7%	0.1
Cc1cccnc1NC(=S)Nc1ccc(F)cc1F	3.9%	-4.2	0.4%	20.5%	?	0.7%[57.1 µM]	0.5%	-4.1%	0.3
Cc1ccc(-c2nnn(CCC(=O)NC(C)(C)C)n2)cc1	-3.8%	-16.0	-4.7%	3.4%	-3.0%	12.4%[57.1 µM]	0.0%	-1.0%	4.1
OC1CCN(C(=S)NCCc2ccccc2)CC1	-2.7%	-4.8	-1.4%	-1.0%	-8.7%	-3.3%	-1.6%	0.8%	7.0
COc1ccc(OC)c(CCNC(=O)CN2C(=O)COc3ccc(S(=O)(=O)N4CCC(C)CC4)cc32)c1	7.6%	-7.8	-18.4%	-3.0%	0.8%	0.7%	-1.2%	3.3%	0.4
CCOc1cc(S(=O)(=O)NC2CC2)c(OCC)cc1-n1cnnn1	1.5%	1.2	-15.3%	-3.7%	-7.2%	73.8%[activator]	4.7%	1.5%	-0.8
CC1CCCN(C(=O)C2c3ccccc3C(=O)N3CCc4ccccc4C23)C1 (configuration not stated)	4.5%	-2.9	-7.9%	-3.3%	-0.3%	-1.2%	2.4%	2.7%	3.8
O=C(/C=C/c1ccco1)Nc1ccc(N2CCCC2)cc1	12.8%	11.4	-10.3%	3.9%	-2.8%	-3.3%	-0.8%	0.3%	-1.7
O=C(NC1CC1)c1[nH]c(C(F)(F)F)nc1-c1ccccc1	.	-4.7	.	-4.4%	.	.	.	1.0%	2.9
CCN(c1ccc(OCC(=O)OCC(=O)Nc2ccc(F)c(F)c2F)cc1)S(=O)(=O)c1ccccc1	-0.7%	-1.8	-3.4%	-2.7%	4.0%	1.1%[57.1 µM]	1.3%	-3.1%	0.7
Cc1ccc(C(=O)NCCc2ccc(S(=O)(=O)N3CCCC3)cc2)cc1	-9.2%	-5.7	-17.8%	-4.4%	0.2%	2.9%	2.6%	6.2%	-0.5
Cc1cccc(NC(=O)CSc2nnc(Cc3ccccc3)o2)c1	4.7%	-1.9	-8.7%	6.0%	-3.7%	3.0%	-0.5%	-1.2%	1.8
COc1ccccc1CNC(=O)c1ccccc1N	6.8%	0.3	3.0%	0.6%	-1.6%	140.5%[activator]	1.6%	-1.1%	0.6
Cc1cccc(OCC(=O)Nc2ccc(CN3CCOCC3)cc2)c1C	7.3%	-4.0	-8.1%	-2.0%	-5.5%	-4.7%	0.3%	-2.5%	1.1
COc1ccc(NC(=O)C2CCCN(c3nc(C)cc(C)n3)C2)cc1 (configuration not stated)	-4.3%	-2.7	-19.9%	-3.8%	-2.1%	2.7%	1.5%	6.5%	-0.6
CCOC(=O)N1CCc2c(sc3c2c(=O)n(Cc2ccccc2)c(=O)n3Cc2c(F)cccc2Cl)C1	-19.6%	-2.1	-18.4%	-1.2%	-0.1%	2.4%	3.5%	-6.0%	-4.1
COc1ccc(NS(=O)(=O)c2ccc(C)c(C(=O)NCC(c3cccs3)N3CCOCC3)c2)cc1 (configuration not stated)	2.6%	-2.0	-2.1%	-2.3%	4.3%	-15.3%	0.3%	1.3%	-0.8
O=C(CSc1nc(-c2ccccc2)no1)N1CCN(c2ccccc2F)CC1	?	-4.9	?	-2.8%	-7.9%	-3.4%[57.1 µM]	-0.6%	-1.7%	0.3
COc1ccccc1NC(=O)C/C(N)=N/O	1.5%	-6.7	-12.0%	-2.5%	-0.4%	7.8%	-1.0%	1.5%	8.4
CC(=O)c1sc(NC(=O)c2ccc(C(C)(C)C)cc2)nc1C	2.1%	-7.7	-19.1%	-7.8%	-13.6%	11.0%[57.1 µM]	11.8%	0.0%	7.2
COc1cccc(-n2nnc3c(sc4nc(C)cc(C)c43)c2=O)c1	-14.6%	-4.2	7.4%	-1.1%	-10.4%	-6.3%	-0.4%	7.0%	2.6
Cc1ccc(S(=O)(=O)N2CCCCC2)cc1NC(=O)C1CCC1	-1.7%	-2.8	5.3%	-1.1%	3.6%	-2.3%	0.3%	-5.3%	4.7
Fc1cccc(CNCc2ccc3c(c2)OCO3)c1	-0.8%	-7.9	2.1%	5.7%	-7.8%	-3.6%	0.3%	2.8%	-2.0
COc1ccc(C(C)=O)cc1COc1cccc2cccnc12	2.9%	-1.5	-4.4%	-2.3%	-14.1%	-1.2%	0.5%	-8.9%	1.5
CCCNC(=O)C1(C)CCN(C(=O)c2ccc(OC)cc2OC)C1 (configuration not stated)	.	-2.9	.	-0.7%	.	.	.	3.5%	1.9
COc1cccc(C2c3cc4c(cc3OC(C)(N3CCCC3)C2C)OCO4)c1O (configuration not stated)	8.2%	13.6	-13.2%	-3.8%	-10.0%	-8.3%[57.1 µM]	.	?	-1.7
COc1cc(C(=O)NC(C)CCc2ccccc2)cc(OC)c1OC (configuration not stated)	-4.8%	-9.0	-4.0%	-4.7%	1.3%	2.0%[57.1 µM]	3.1%	-1.3%	1.9
CCCOc1ccc(-c2nc3c(c(=O)[nH]c(=O)n3Cc3ccccc3)n2CCO)cc1OCC	12.6%	-3.1	-11.5%	-5.4%	2.0%	57.2%[activator]	2.0%	-3.5%	2.7
CC1(c2ccccc2)NC(=O)N(CC(=O)Nc2ccc3c(c2)OCO3)C1=O (configuration not stated)	7.1%	-5.8	-3.3%	-4.6%	-5.9%	-5.9%	0.4%	1.4%	5.9
O=C(COc1cc(O)c2c(=O)c3ccccc3oc2c1)OCc1ccccc1	0.0%	-4.5	-17.6%	-1.1%	2.4%	1.3%	7.3%	0.0%	5.5
O=C(CCS(=O)(=O)c1ccccc1)NC1CCCC1	0.0%	-1.3	-18.3%	8.6%	3.5%	3.8%	-2.7%	2.9%	-6.5
O=C(CNC(=O)C1CCCCC1)NC1CCCCC1	2.0%	-3.1	-18.2%	3.6%	7.0%	10.8%[57.1 µM]	-0.2%	1.1%	-1.7
COc1cc(NC(=O)C2CC(c3ccccc3O)=NO2)c(OC)cc1Cl (configuration not stated)	7.8%	-7.3	0.0%	-1.7%	8.1%	-3.6%	0.6%	-1.0%	-1.1
COc1ccccc1N(C)S(=O)(=O)c1ccc(C(=O)OCC(=O)NCc2cccs2)cc1	-3.3%	-0.8	-10.8%	-2.1%	4.0%	-5.0%	8.8%	1.6%	7.9
Cc1cc(=O)[nH]c(-c2ccc(C(F)(F)F)cc2)n1	-12.2%	-0.4	-11.0%	-5.0%	0.3%	-0.4%	1.2%	-1.2%	0.5
Cc1ccc(Cc2c(-c3ccc(Cl)cc3)nc3ccc(Cl)cn23)cc1	25.1%	-4.6	?	3.3%	?	.	.	-7.2%	-0.7
COc1ccc(C(C)=O)cc1COc1cccnc1[N+](=O)[O-]	-5.2%	-3.5	-7.6%	-6.1%	11.6%	-1.6%[57.1 µM]	4.7%	?	-0.7
O=Nc1nc2ncccn2c1-c1ccccc1	4.8%	15.6	-10.3%	-3.2%	6.2%	-4.3%[11.4 µM]	.	-6.2%	-4.7
CCNc1nc(CSc2ccccc2)nc2sc(C)c(C)c12	6.0%	3.0	-10.1%	5.3%	-8.4%	0.1%	-1.4%	-8.4%	1.2
CCCS(=O)(=O)N1CCC(C(=O)N2CCC(Cc3ccccc3)CC2)CC1	3.2%	-4.2	-11.3%	2.3%	-5.6%	6.4%[57.1 µM]	0.5%	2.3%	-3.4
CCOC(=O)c1c(C)c(-c2ccccc2)n(CC(=O)Nc2cc(C)cc(C)c2)c1C	2.0%	-3.9	-26.0%	2.2%	-0.5%	5.8%	0.5%	-12.4%	1.4

Not all compounds are listed, so the mix of outcomes need not match the whole.
